JMJD2A Tudor = blocks the human JMJD2A Tudor domain. AlphaScreen JMJD2A-Tudor / H3K4me3 peptide binding. Potency, µM (titrated, usually from 114 µM), for the others: at the highest dose activity change, negative = inhibition, actives largely listed as inhibitors. 4.4% of 390,000 active. AID 504339; note: potency is the fitted concentration of half-maximal effect; % is set by controls: 0 for no effect and ±100 for the full control effect; nearly all actives have a fitted effect of over 50% in size
BAZ2B inh = inhibitors of human BAZ2B bromodomain | Potency, µM (titrated, usually from 114 µM), for the others: top-dose activity change, negative = inhibition, most hits filed as inhibitors | 4.4% of 360,000 active | Q9UIF8 | AlphaScreen BAZ2B-H3K14Ac peptide displacement | AID 504333; note: potency is the fitted concentration of half-maximal effect; % is set by controls: 0 for no effect and ±100 for the full control effect; nearly all actives have a fitted effect of over 60% in size
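Inhibition is scored as reduced AlphaScreen emission. The BAZ2B/b-H3(5-23)K14Ac complex (50 nM each) in PBS pH 7.4, 0.01% Tween-20 meets compound (up to 110 uM) for 30 min at RT before bead addition.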
RGS4 inh = blocks human RGS4-accelerated GTP hydrolysis; Transcreener GDP fluorescence polarization, RGS4-accelerated GTP hydrolysis; 0.039% of 390,000 active; Potency, µM (top dose mostly 114 µM), inactives show at the highest dose activity change, negative = inhibition, most hits filed as inhibitors; P49798; note: potency is the fitted concentration of half-maximal effect; % is set by controls: 0 for no effect and ±100 for the full control effect; nearly all actives have a fitted effect of over 75% in size; some results filed as inactive show a strong effect at the top dose
Target sequence (P49798 whole entry, looked up): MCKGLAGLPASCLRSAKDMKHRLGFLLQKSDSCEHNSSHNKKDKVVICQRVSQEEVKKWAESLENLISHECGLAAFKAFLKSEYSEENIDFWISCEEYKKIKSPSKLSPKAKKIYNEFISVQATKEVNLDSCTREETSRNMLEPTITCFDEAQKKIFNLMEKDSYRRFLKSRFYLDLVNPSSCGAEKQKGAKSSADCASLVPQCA
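MLSMR compounds (23 nl, pin-transferred) preincubated 10 min at room temperature with a 500nM (2x) first reagent, then RGS4 at 900nM (2x) plus Transcreener GDP mix added; fluorescence polarization (620/688 nm) read before and after 90 min at 30 °C.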
G9a inh = inhibitors of human histone lysine methyltransferase G9a; Potency, µM (series often up to 102 µM), for the others: at the highest dose activity, negative = inhibition, usual class: inhibitors; G9a H3K9 monomethylation, AlphaScreen, 2 h; 8.8% of 350,000 active; Q96KQ7; note: potency is the fitted concentration of half-maximal effect; % is set by controls: 0 for no effect and ±100 for the full control effect; nearly all actives have a fitted effect of over 75% in size
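AlphaScreen detection with an anti-monomethyl H3K9 antibody quantified product after a 2 h room-temperature reaction containing 500 nM biotinylated H3K9 peptide, 20 µM SAM and 20 nM enzyme, which had been preincubated 15 min with compound.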
12-LOX inh = ALOX12 (human) lipoxygenase inhibition. P18054. purified 12hLO, xylenol orange hydroperoxide absorbance. Potency, µM (titrated, usually from 108 µM), for the others: top-dose activity change, negative = inhibition, usual class: inhibitors. 1.1% of 580,000 active; note: potency is the fitted concentration of half-maximal effect; % is set by controls: 0 for no effect and ±100 for the full control effect
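Hydroperoxide product was detected by ferrous iron/xylenol orange as the 573 to 405 nm absorbance ratio. Arachidonic acid at 40 uM (final) was turned over for 30 min at room temperature by 150 nM human 12hLO, pH 7.0 Hepes buffer, after 15 min compound preincubation.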
PI4K2A block = PI4K2A (human) kinase inhibition; purified PI4K2A, ADP-Glo luminescence, 1 h; active compounds read low; activity change, negative = inhibition, % at 76.9 µM; 0.13% of 420,000 active; AID 1346378; in the data active = activity change below about -50%; inconclusive = mostly about -30% to -49%;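 note: -100% = wells without enzyme as full effect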
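In this quantitative HTS, ADP production by PI4K2A was quantified luminescently after 1 h at ambient temperature; 100 microM adenosine served as plate-quality control.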
ERG-DNA inh = blocks human ERG Ets domain binding to DNA | 0.028% of 370,000 active | fluorescence polarization, His-ERG Ets domain / labelled DNA | Potency, µM (series often up to 76.9 µM), without a hit: at the top dose FP activity, negative = inhibition, hits mostly inhibitors | P11308; active = well fitted inhibition curve with a large enough effect in the polarisation, with a control signal flat; inconclusive = small, poorly fitted or top-dose-only effect, or effect the other way, or a change in a side signal; inactive = no such curve, though single readings can be large or run the other way; the % refers to the polarisation;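 note: polarization taken with two DNA probes labelled with fluorescein and Texas red; potency is the fitted concentration of half-maximal effect; % of control where 0% means no effect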
Target sequence (P11308 whole entry, looked up, the tested form may be a part): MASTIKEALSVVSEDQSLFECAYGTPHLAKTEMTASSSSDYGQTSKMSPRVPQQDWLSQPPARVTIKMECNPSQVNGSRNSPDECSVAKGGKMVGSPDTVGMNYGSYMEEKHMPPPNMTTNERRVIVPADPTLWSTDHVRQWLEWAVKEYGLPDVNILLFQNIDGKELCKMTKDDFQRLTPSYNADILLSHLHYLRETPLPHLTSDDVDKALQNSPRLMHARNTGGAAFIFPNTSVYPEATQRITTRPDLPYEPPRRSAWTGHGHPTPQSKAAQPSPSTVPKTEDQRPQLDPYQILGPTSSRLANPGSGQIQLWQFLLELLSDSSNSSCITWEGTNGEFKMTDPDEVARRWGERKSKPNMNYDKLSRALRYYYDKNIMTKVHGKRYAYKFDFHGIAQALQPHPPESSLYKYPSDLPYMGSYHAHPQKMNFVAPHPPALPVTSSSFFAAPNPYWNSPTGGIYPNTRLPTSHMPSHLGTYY
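His-tagged ERG Ets domain (1 uM in the protein solution; 300mM KCl, 50mM Tris-HCl, 1mM EDTA, 1mM DTT, pH 7.5) received compound, then a probe mix of 5 nM fluorescein-DNA and 100nM Texas-615-DNA. Fluorescence polarization was read for both dyes.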
GLS inh = inhibitors of human glutaminase (GLS); O94925; GLS enzymatic activity, qHTS titration; Potency, µM (series often up to 45.5 µM), without a hit: at the top dose activity change, negative = inhibition, most hits filed as inhibitors; 0.21% of 410,000 active; note: potency is the fitted concentration of half-maximal effect; % is set by controls: 0 for no effect and ±100 for the full control effect
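hKGA; 45 mM KH2PO4 pH 8.2 + 0.02% Tween-20; cpd via pin tool; 1 mM Gln soln; GluOx/HRP/Amplex Red; RT 30 min; fluor. t0 & final.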
HP1b binding inh = blocks HP1-beta chromodomain binding to methylated histone tails. AlphaScreen HP1-beta / biotin-H3K9me3 peptide binding. 0.56% of 390,000 active. P83916. AID 540317. Potency, µM (doses to about 114 µM), inactives show at the highest dose activity change, negative = inhibition, usual class: inhibitors; note: potency is the fitted concentration of half-maximal effect; nearly all actives have a fitted effect of over 70% in size; inactives centre near 23
Target sequence (P83916 whole entry, looked up): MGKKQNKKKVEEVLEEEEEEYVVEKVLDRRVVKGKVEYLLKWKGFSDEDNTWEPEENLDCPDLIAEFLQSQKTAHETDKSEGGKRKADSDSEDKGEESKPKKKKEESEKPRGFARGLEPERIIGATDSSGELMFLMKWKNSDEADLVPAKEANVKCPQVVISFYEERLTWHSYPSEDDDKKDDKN
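AlphaScreen: HP1-beta (50 nM) preformed 30 min with biotin-H3(1-18)K9me3 peptide (50 nM) in PBS pH 7.4, 0.01% Tween-20. Compound added for 30 min at RT, then streptavidin donor/nickel chelate acceptor beads (10 ug/mL) for 30 min.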
Numbers without * were called inactive; i = inactive; ? = inconclusive; . = not tested or not shown; & = joins results of further samples; [ ] = dose if it differs, or a comment. Unless noted, calls come from the whole dose curve; as a rule, active = well fitted curve in the direction sought with a large enough effect; inconclusive = small, poorly fitted or top-dose-only effect, or another doubt; inactive = no such curve, though single readings can be large; an effect the other way counts as inactive or inconclusive.

compound,JMJD2A Tudor,BAZ2B inh,RGS4 inh,G9a inh,12-LOX inh,PI4K2A block,ERG-DNA inh,GLS inh,HP1b binding inh
CC1Cc2ccccc2N1S(=O)(=O)c1cccc(C(=O)NCCCO)c1 (stereo not drawn),12%,2%,-20%,10%,0%,-11,-7%,2%,21%
CCN(CC)c1ccc(/C=N/NC(=O)c2cnccn2)cc1,-15%,.,-20%,56µM*,5%,1,16%,-24%,34%
C=CCN1C(=O)C(O)(CC(=O)c2ccco2)c2cc(Br)ccc21 (stereo not drawn),-15%,-4%,-4%,-31%,5%[57.4 µM],-7,-12%,-3%,25%
O=C1CN(S(=O)(=O)c2ccc(Cl)cc2)c2ccccc2N1,-6%,10%,16%,28%,8%,11,5%,-1%,34%
CCN(CC)C(=O)c1cccc(NC(=O)c2ccc3c(=O)n4c(nc3c2)CCC4)c1,0%,-26%,-19%,?,4%,-3,-9%,1%,21%
COc1ccc(C(=O)NC(=S)Nc2ccc(N3CCOCC3)cc2)cc1Cl,25µM*,22µM*,-31%,25µM*,16µM*,-17,-3%,21%,?
Cc1cc(Br)ccc1NC(=O)CN1C(=O)C2C3CC(c4ccccc4)C(C3)C2C1=O (stereo not drawn),-15%,6%,13%,-1%[59 µM],-20%,3,1%,-2%,29%
COc1ccccc1NS(=O)(=O)c1cccc(C(=O)NCC(c2ccco2)N(C)C)c1 (stereo not drawn),-30%,-33%,19%,-6%,-4%,-2,0%,10%,9%
O=C(NCc1ccc2c(c1)OCO2)C1CC(=O)N(C2CCCCCC2)C1 (stereo not drawn),-3%,-26%,-10%,-1%[59 µM],7%[57.4 µM],-5,.,15%,0%
CCNc1nc(NC(C)C)nc(N2CC(=O)N(CC(=O)OCC)C2=N)n1,-22%,-1%,-7%,-1%,8%,5,-4%,3%,6%
COc1cccc(NC(=O)C(=O)NCCCN2CCCC2=O)c1,-9%,0%,-6%,4%[0.501 µM],14%,-3,-5%,-2%,-15%
CCOCCc1nnc(NC(=O)Cc2ccc(Br)cc2)s1,-4%,11%,-2%,21%[12.7 µM],14%,-1,-2%,-22%,32%
CC(C)N(C)S(=O)(=O)c1ccc(Cl)c(C(=O)O)c1,-4%,.,-4%,?,5%,4,-11%,8%,6%
O=C(CSCCO)Nc1ccccc1,-10%,7%,-3%,-49%[59 µM],-16%,1,-9%,7%,34%
Cc1cc(-c2ccc(C)c(S(=O)(=O)NCc3cccc(Br)c3)c2)on1,-2%&0%,-2%&12%,-16%&-10%,12%&11%[59 µM],?,5&-21,-5%&7%,0%&0%,35%&28%
CSc1ccc(C(=O)C2CCCN(C(=O)c3nn(C)c(=O)c4ccccc34)C2)cc1 (stereo not drawn),-33%,-14%,-53%,28µM*,-2%,-6,9%,1%,?
CCOc1ccccc1N(CC(=O)N1CCCC1)S(C)(=O)=O,-3%,7%,-20%,11%[0.501 µM],0%,-1,-6%,-20%,22%
CCOC(=O)c1c(C)[nH]c(C(=O)NNC(=O)c2ccccc2F)c1C,-22%,.,39%,.,-4%,2,2%,-2%,9%
NC(=O)CN1CCN(C(=O)NC2CCCCC2)CC1,-1%,-4%,-23%,15%,425%[activator],-24,6%,0%,107%[activator]
COc1ccc(CNC(=O)C2Cc3cc(S(=O)(=O)N4CCCCCC4)ccc3N2C(C)=O)cc1 (stereo not drawn),-7%,-2%,10%,19%[59 µM],-25%,-6,-8%,-2%,3%
CCOC(=O)CSc1nnc(-c2ccccc2)c(=O)[nH]1,-8%,21%,11%,-8%[59 µM],12%,4,-3%,14%,6%
Cc1oc2cc3oc(=O)c(CCC(=O)NCCCN4CCOCC4)c(C)c3cc2c1C,-12%,-21%,8%,?,10%,4,-8%,-1%,39%[activator]
Cc1ccc(S(=O)(=O)NNC(=O)CCC(=O)Nc2ccc(C)c(C)c2)cc1,-13%,?,?,.,i,-8,10%,17%,28%
O=C(CSc1ncn[nH]1)Nc1ccccc1C(=O)O,-14%,-5%,-14%,22%[59 µM],0%,-1,-3%,4%,11%
O=C(COC(=O)c1cccs1)Nc1ccccc1C(F)(F)F,-3%,-15%,20%,1%,-1%,2,10%,0%,47%[activator]
N#CCCSc1ncnc2c1oc1ccccc12,1%,-2%,-7%,?,-2%,-1,8%,4%,41%[activator]
CCCCn1c(N)c(N(CCC(C)C)C(=O)COC(=O)/C=C/c2ccc(F)cc2)c(=O)[nH]c1=O,-10%,.,19%,.,-27%,2,-20%,9%,0%
COc1cccc(CN2CCN(CCc3ccccc3)C(CCO)C2)c1OC (stereo not drawn),-2%,3%,-2%,-3%[0.501 µM],-1%,3,-5%,14%,31%
CC(=O)C1=C(O)C(=O)N(CCc2c[nH]c3ccccc23)C1c1cccc(O)c1 (stereo not drawn),79µM*,?,-31%,?,?,1,10%,64%[activator],-5%
COc1ccc(S(=O)(=O)N2CCOC2CNC(=O)C(=O)NCc2ccco2)cc1OC (stereo not drawn),9%,-8%,11%,6%,7%,0,-1%,-2%,15%

Brought forward from above: 2 compounds; new compounds follow.
compound,JMJD2A Tudor,BAZ2B inh,RGS4 inh,G9a inh,12-LOX inh,PI4K2A block,ERG-DNA inh,GLS inh,HP1b binding inh
CC(=O)C1=C(O)C(=O)N(CCc2c[nH]c3ccccc23)C1c1cccc(O)c1 (stereo not drawn),79µM*,?,-31%,?,?,1,10%,64%[activator],-5%
COc1ccc(S(=O)(=O)N2CCOC2CNC(=O)C(=O)NCc2ccco2)cc1OC (stereo not drawn),9%,-8%,11%,6%,7%,0,-1%,-2%,15%
Oc1ccccc1N1CCN(c2nnnn2-c2ccccc2)CC1,?,-13%,-26%[56.9 µM],.,-12%,10,1%,-12%,3%
CC(C)c1ccc(-c2nc(N3CCCCC3)[nH]c(=O)c2C#N)cc1,-17%,-1%,41%,3%[59 µM],-15%,7,1%,-10%,42%[activator]
Cc1[nH]c(=O)[nH]c(=O)c1S(=O)(=O)NCC12CC3CC(CC(C3)C1)C2,-8%,8%,-8%,-6%[12.7 µM],0%,-6,-7%,-1%,25%
Cc1cccc(OCc2nnc(SCC(=O)N3CCN(C(=O)c4ccco4)CC3)n2C)c1C,-3%,3%,6%,9%,-1%,3,2%,-3%,21%
O=c1[nH]nnc2c1cnn2-c1ccccc1,-14%,.,19%,.,-8%,-12,-6%,9%,14%
Cc1ccc2[nH]c3c(c2c1)CN(C(=O)CN1CCCCC1)CC3,-14%,?,9%,50µM*,-15%,-3,6%,11%,14%
O=C(NCCc1ccccc1)c1cccnc1N1CCCCCC1,-15%,5%,-11%,1%,1%[57.4 µM],-3,.,-1%,22%
CCN(CC)c1nc2cc(C)ccc2cc1/C=C(\C#N)C(N)=O,-10%,-21%,-27%,-43%,-17%,6,0%,-11%,23%
CCOC(=O)[C@H]1[C@H]2COc3cc(OC)ccc3[C@@H]2N2C(=O)N(c3cccc(F)c3)C(=O)[C@@]12C,-16%,.,-1%,.,6%,-1,-15%,-3%,26%
COc1ccc(/C(O)=C2/C(=O)C(=O)N(c3ncccn3)C2c2ccc(OC)c(OC)c2)cc1 (stereo not drawn),?,-36%,-27%,-36%[59 µM],?,-2,11%,6%,13%
COCCn1cnc2c1c(=O)n(CC(=O)OCC(=O)NCCCc1ccccc1)c(=O)n2Cc1ccccc1,1%,2%,-23%,?,-3%,-2,-5%,-12%,44%[activator]
Cc1cc(=O)n(C)c(=O)n1CCCCOc1ccc([N+](=O)[O-])cc1,-10%[11.4 µM],-33%,?,-1%,-41%,2,3%,13%,21%
CC(Sc1ncn[nH]1)C(=O)NCc1ccccc1 (stereo not drawn),-12%,0%,45%,39%,9%,-3,-5%,6%,22%
Cc1cccc(NC(=O)CN(C)S(=O)(=O)c2cccs2)c1,-7%,5%,6%,1%[59 µM],8%,-1,.,6%,12%
Cc1ccc(S(=O)(=O)c2nc(C(C)(C)C)oc2N2CCOCC2)cc1,35µM*,0%,?,8.9µM*,-2%,2,5%,14%,50µM*
CCN(CC)CCNC(=O)c1cc2cc(Br)ccc2s1,-9%,-18%,10%,-34%,406%[activator],4,4%,-5%,10%
COc1ccc(NC(=O)CSc2nnnn2C2CCCCC2)c(OC)c1,-7%,-14%,7%,12%,-7%,-7,-4%,4%,13%
CCCCNC(=O)C1CC(c2cccc(F)c2)=NO1 (stereo not drawn),5%,7%,-11%,1%[59 µM],-9%,2,-15%,-12%,35%
NC(=S)N/N=C1\CC(n2nnn(-c3cccc(Cl)c3)c2=S)C2COC1O2 (stereo not drawn),?,?,-12%,40µM*,?,-6,14%,?,-21%
CC(C(=O)NCc1ccco1)n1nc(-c2ccccc2)c2cc(Cl)ccc21 (stereo not drawn),-10%,-1%,-9%,3%,-6%,-2,-11%,-3%,60%[activator]
O=C(O)CCC(=O)N1CN2CN(C(=O)CCC(=O)O)CC([N+](=O)[O-])(C2)C1,-6%,-1%,34%,2%,0%,-3,-4%,-1%,16%
O=C(NCc1cn2ccsc2n1)Nc1cccc(Cl)c1,-22%,-7%,10%,19%[59 µM],140%[activator],3,-5%,14%,9%

High-throughput results deposited in PubChem by National Center for Advancing Translational Sciences (NCATS).

The list is partial (hit frequency here may not be typical).
